PPARg SRC-1 ag – promotes SRC-1 coactivator recruitment by human PPARgamma; PPARgamma-SRC-1 coactivator recruitment biochemical assay; activation, % at 8 µM; actives 0.41% (n = 200,000); AID 631; in the data active = activation above about 19%;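 also: 0% = DMSO and 100% = reference agonist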
Target sequence (P37231 whole entry, looked up): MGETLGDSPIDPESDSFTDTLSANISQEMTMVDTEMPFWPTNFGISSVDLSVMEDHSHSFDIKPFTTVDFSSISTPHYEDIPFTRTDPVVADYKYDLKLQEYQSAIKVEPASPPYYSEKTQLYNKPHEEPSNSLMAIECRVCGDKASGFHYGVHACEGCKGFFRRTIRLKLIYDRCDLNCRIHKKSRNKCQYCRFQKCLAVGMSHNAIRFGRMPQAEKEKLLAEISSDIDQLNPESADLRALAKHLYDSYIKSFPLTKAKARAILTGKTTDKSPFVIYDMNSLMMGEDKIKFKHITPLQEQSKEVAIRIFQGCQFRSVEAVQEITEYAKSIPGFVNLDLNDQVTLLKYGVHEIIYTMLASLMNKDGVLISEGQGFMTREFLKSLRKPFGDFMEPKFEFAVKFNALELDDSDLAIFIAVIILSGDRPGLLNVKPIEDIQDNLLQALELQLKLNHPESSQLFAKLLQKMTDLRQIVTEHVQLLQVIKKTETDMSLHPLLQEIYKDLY
PPARg SRC3 recr – agonists of human PPARgamma SRC-3 coactivator recruitment; P37231; biochemical PPARgamma/SRC-3 coactivator recruitment assay; activation, % at 8 µM; actives 0.26% (n = 200,000); in the data active = activation above about 23%;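 also: 0% = DMSO and 100% = reference agonist; some compounds past the cut are filed as inactive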
bIAP inh – intestinal alkaline phosphatase (bovine) inhibition | purified bovine IAP, CDP-star luminescence, 30 min | inhibition, % at 20 µM | AID 1019 | 190,000 tested, under 10 active;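 active = over 50% inhibition of intestinal alkaline phosphatase at 20 µM in the single-dose screen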
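Incubation: 30 min reaction at room temperature / Material: purified bovine intestinal alkaline phosphatase (IAP) enzyme / Input: enzyme at 1/65,000,000 dilution / Dosing: 20 µM single dose / Signal: CDP-star luminescence signal / Reagent: CDP-star chemiluminescent phosphatase substrate, 30 µM final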
RAM network inh – yeast RAM network inhibition; AID 868; actives 1.8% (n = 190,000); S. cerevisiae dse1pr::URA3 reporter, 5-FOA growth OD615, 2 d; analog-sensitive cbk1-as2 kinase mutant strain; inhibition, % at 50 µM;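 active = inhibition above a set limit, 3 SD over mean compound inhibition, cut at about 8.4% in these data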;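 also: 0% = DMSO-only wells with no growth and 100% = 10 µM 1-NA-PP1 full growth; inhibition rescues growth on 5-FOA so higher OD means more RAM inhibition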
S1P3 antagonist – antagonists of human S1P3 receptor | Q99500 | CHO S1P3 NFAT-BLA reporter, FRET fluorescence, antagonist mode | inhibition, % at 4.98 µM | actives 0.27% (n = 170,000) | AID 485;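 active = inhibition above the plate cutoff, the mean inhibition of test wells on that plate plus 3 SD, cut at about 28% in these data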;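 also: cells challenged with S1P at its EC80 of 0.8 µM; blue over green emission ratio from cleaved BLA substrate after 4 h stimulation; 0% = S1P-stimulated wells and 100% = unstimulated DMSO-only wells; some compounds past the cut are filed as inactive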
Target sequence (Q99500 whole entry, looked up): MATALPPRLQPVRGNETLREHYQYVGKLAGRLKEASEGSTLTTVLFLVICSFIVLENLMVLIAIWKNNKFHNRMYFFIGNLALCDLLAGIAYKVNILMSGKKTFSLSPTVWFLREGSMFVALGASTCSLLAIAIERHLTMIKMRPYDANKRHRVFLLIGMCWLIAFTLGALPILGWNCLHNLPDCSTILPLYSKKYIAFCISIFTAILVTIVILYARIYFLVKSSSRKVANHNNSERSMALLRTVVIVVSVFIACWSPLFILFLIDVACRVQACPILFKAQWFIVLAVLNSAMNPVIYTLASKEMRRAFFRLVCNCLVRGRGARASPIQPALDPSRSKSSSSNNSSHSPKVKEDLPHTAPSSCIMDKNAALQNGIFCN
Efa HMGR inh – E. faecalis class II HMG-CoA reductase inhibition; purified E. faecalis HMGR, NADPH absorbance 340 nm kinetic; inhibition, % at 10 µM; actives 0.41% (n = 190,000); AID 1066;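 active = inhibition above a set limit, the median over all tested compounds plus 3 SD, cut at about 9.5% in these data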;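 also: enzyme runs in reverse so mevalonate oxidation gives rising NADPH absorbance; 0% = complete reaction with DMSO and 100% = background rate lacking mevalonate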
Redox H2O2 prof – compounds producing H2O2 with reducing agent – biochemical, NIH compound library profiling, artefact control for MLSCN library redox annotation, primary screen; DTT-dependent redox cycling H2O2, phenol red/HRP absorbance; 100% = 100 µM peroxide control, 0% = buffer; activation, % at 10 µM; actives 0.03% (n = 200,000); AID 878;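 active = activation of at least 50% relative to the plate's high and low controls in the primary single-dose screen; inactive = activation below 50%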;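 also: compound incubated with DTT at 0.8 mM final as the reducing agent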
Lmaj promast – Leishmania major promastigote growth inhibition; Leishmania major promastigotes, resazurin fluorescence viability; inhibition, % at 10 µM; actives 9% (n = 200,000); in the data active = inhibition above about 50%;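 also: promastigotes grown with compound for 44 hours at 28 °C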
SRC2 TRFRET art – TR-FRET artefact, counter-screen to PPARgamma/SRC-2 agonist assay. active compounds read high. TR-FRET ratio at 8 µM. actives 0.4% (n = 200,000); in the data active = TR-FRET ratio above about 2000; also: inactives centre near 1500; reference of the scale not given here
PPARg SRC-2 ag – agonists of SRC-2 recruitment by human PPARgamma; P37231; PPARgamma LBD-SRC-2 recruitment, biochemical; activation, % at 8 µM; actives 0.34% (n = 200,000); in the data active = activation above about 22%;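 also: 0% = vehicle and 100% = reference agonist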
ROMK primary – human ROMK K+ channel modulation, primary screen; P48048; actives 2% (n = 130,000); B-score at 10 µM; AID 1918; Tet-inducible ROMK, thallium flux fluorescence; actives lie on both sides;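 active = signal ratio slope over the read window, or its plate-corrected B-score, at least 3 SD from the plate mean, either direction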;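 also: B-score of the F/F0 ratio slope over 7 to 12 s after thallium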
An asterisk follows results filed as active; x = no result given.

entry	Compound	PPARg SRC-1 ag	PPARg SRC3 recr	bIAP inh	RAM network inh	S1P3 antagonist	Efa HMGR inh
1	O=C(c1ccco1)[C@@H]1[C@@H]2C(=O)N(c3ccc(F)cc3)C(=O)[C@@H]2[C@H]2C=Cc3ccccc3N21	9	4	x	2.0	-5	-1
2	Cc1ccc(C2=NN(C(=S)Nc3ccccc3)C(c3ccco3)C2)cc1 (centres undefined)	14	18	5	2.2	x	1
3	COC(=O)c1ccc(NC(=O)c2ccc3c(c2)OCO3)cc1	7	9	10	2.7	13	-10
4	COc1cc(/C=C(\C#N)C(=O)NCC2CCCO2)ccc1OCC(=O)O (centres undefined)	2	-4	8	-0.4	2	-4
5	COc1ccc(C(=O)c2coc3ccc(O)c(CN4CCOCC4)c23)cc1	1	10	0	0.0	-29	-7
6	CN1CCc2c(sc3c2C(=O)NC(c2cccc(OC(=O)c4cccs4)c2)N3)C1 (centres undefined)	8	8	12	-0.2	-16	-7
7	Cc1cccc(Nc2nc(CC(=O)O)cs2)c1	-3	1	-10	0.9	-10	-1
8	COC(=O)CSC1=C(C#N)C(=O)NC(c2ccccc2)S1 (centres undefined)	6	4	4	0.6	x	-2
9	O=C(NC(=S)Nc1cccc(-c2ccc(CO)o2)c1)c1cccs1	8	9	3	9.6*	-9	0
10	COc1cc(C2c3c([nH]c(=O)[nH]c3=O)Nc3ccc4ccccc4c32)cc(OC)c1OC (centres undefined)	9	-1	-3	6.0	1	-5
11	O=C(c1c(Cl)nc2sccn12)N1CCCc2ccccc21	4	-2	-6	3.5	x	-4
12	O=C1CCC(=O)N1c1cccc(-c2nc3ccccc3o2)c1	x	x	3	0.1	-15	3
13	CCS(=O)(=O)c1ccc(O)c(N2C(=O)C3C4C=CC(C4)C3C2=O)c1 (centres undefined)	10	12	2	1.5	15	0
14	CC(CN1CCCCC1)OC(=O)c1ccccc1Cl (centres undefined)	3	2	12	1.4	-10	-4
15	O=C(C1=C[C@@H](c2ccc(Br)cc2)C[C@@H](OCCCCO)O1)N1CCOCC1	5	0	2	3.2	-27	-2

entry	Redox H2O2 prof	Lmaj promast	SRC2 TRFRET art	PPARg SRC-2 ag	ROMK primary
1	0.2	-1	1500	5	x
2	0.1	56*	1752	18	0.8
3	-0.4	-5	1558	11	x
4	0.8	1	1473	-7	-0.012
5	-0.5	1	1508	3	x
6	-0.1	-7	1708	4	x
7	-2.1	1	1390	-1	0.58
8	0.1	7	1613	-6	-0.51
9	-0.6	-2	1707	12	0.89
10	-0.2	-10	1616	5	x
11	0.6	-2	1445	3	x
12	-1.3	-8	x	x	x
13	0.9	-10	1503	0	0.19
14	-0.6	-5	1453	-3	0.42
15	0.4	-8	1507	7	x

Structures listed above printed as active in RAM network inh.
nr	mol	PPARg SRC-1 ag	PPARg SRC3 recr	bIAP inh	RAM network inh	S1P3 antagonist	Efa HMGR inh	Redox H2O2 prof	PPARg SRC-2 ag	ROMK primary
9	O=C(NC(=S)Nc1cccc(-c2ccc(CO)o2)c1)c1cccs1	8	9	3	9.6*	-9	0	-0.6	12	0.89

Additional structures:
entry	Compound	PPARg SRC-1 ag	PPARg SRC3 recr	bIAP inh	RAM network inh	S1P3 antagonist	Efa HMGR inh
16	COc1cccc(C2NC(CC(C)C)(C(=O)O)C3C(=O)N(Cc4ccccc4)C(=O)C23)c1O (centres undefined)	4	-1	1	0.1	-38	0
17	COc1ccc(C2C(C(=O)NCC3CCCO3)CCC(=O)N2c2ccc3c(c2)OCO3)cc1 (centres undefined)	7	-3	16	-0.3	x	-2
18	COc1ccc(CNC(=O)CN2C(=O)C3C4C=CC(C4)C3C2=O)cc1 (centres undefined)	4	3	-1	0.2	-15	-8
19	Cc1[nH]n(-c2ccccc2)c(=O)c1S(=O)(=O)c1ccccc1	2	0	12	1.3	x	-4
20	C(=N\N=C\c1ccccc1)/c1ccccc1	3	-2	-10	0.4	7	-1
21	O=C(COc1ccccc1)NC1CCN(Cc2ccccc2)CC1	6	-1	10	0.1	-20	-2
22	COc1ccc(/C=C/C2=NN(Cc3ccccc3)C(=O)CC2)cc1	0	4	5	5.1	3	-1
23	COc1cccc(-c2nnn(C/C(N)=N/O)n2)c1	-2	0	-2	-1.8	-15	-5
24	O=C(NCc1ccccn1)c1cc(S(=O)(=O)N2CCN(c3ccccc3)CC2)ccc1Cl	3	0	1	1.1	-1	3
25	CCCC(=O)Nc1ccc(Cl)c(NC(=S)NC(=O)c2ccco2)c1	3	6	6	6.2	11	-11
26	Cc1scc(C(=O)N/N=C/c2ccsc2)c1C	-3	-6	1	1.8	-16	1
27	Cc1ccc(N2CCN(/N=C/c3sccc3C)CC2)cc1	11	7	19	1.6	x	-4
28	O=C(O)CSc1nnc(-c2cccs2)n1-c1ccc(Cl)cc1	0	-8	-1	1.6	2	0
29	COc1cccc(C(=O)NCc2ccc3c(c2)cc(C)n3C)c1	9	8	5	10*	-14	-2
30	C/C(=N\NC(=O)c1cc(C)[nH]n1)c1cccs1	-1	1	-4	0.8	-6	-1

entry	Redox H2O2 prof	Lmaj promast	SRC2 TRFRET art	PPARg SRC-2 ag	ROMK primary
16	-2.5	-4	1549	3	x
17	-0.2	-7	1518	0	x
18	0.1	3	1594	2	x
19	-0.1	-1	1464	-7	-2.2
20	-1.9	1	1441	-3	-0.23
21	-0.3	86*	1603	6	x
22	7.9	-4	1534	0	0.87
23	0.3	-7	1486	4	x
24	0.0	0	1547	-2	-1.1
25	0.6	21	1625	1	x
26	-0.3	8	1445	-1	-0.043
27	0.7	1	1618	8	x
28	0.2	-10	1627	14	0.66
29	-9.1	-2	2069*	9	-0.51
30	-0.2	7	1393	-4	0.2

Shown tab-delimited: part of the list above
no.	mol	PPARg SRC-1 ag	PPARg SRC3 recr	bIAP inh	RAM network inh	S1P3 antagonist	Efa HMGR inh	Redox H2O2 prof	Lmaj promast	SRC2 TRFRET art	PPARg SRC-2 ag	ROMK primary
6	CN1CCc2c(sc3c2C(=O)NC(c2cccc(OC(=O)c4cccs4)c2)N3)C1 (centres undefined)	8	8	12	-0.2	-16	-7	-0.1	-7	1708	4	x
20	C(=N\N=C\c1ccccc1)/c1ccccc1	3	-2	-10	0.4	7	-1	-1.9	1	1441	-3	-0.23

Later entries.
entry	Compound	PPARg SRC-1 ag	PPARg SRC3 recr	bIAP inh	RAM network inh	S1P3 antagonist	Efa HMGR inh
31	COc1ccc(CN2CCCC(C(=O)c3cccc(C(F)(F)F)c3)C2)cc1O (centres undefined)	6	3	-10	3.0	-3	0
32	Cc1ccc(C#N)c(SCC(=O)Nc2nccs2)n1	-8	1	-16	4.8	0	2
33	Cc1ccccc1-c1nc(CN2CCC(C(=O)N3CCN(c4ccccn4)CC3)CC2)c(C)o1	0	3	-10	1.2	-8	0
34	COc1ccccc1NC(=O)C1CC(=O)OC1c1ccccc1 (centres undefined)	-5	6	2	1.2	18	-1
35	COC(=O)c1cc(NC(=O)CN2CCOCC2)cc(C(=O)OC)c1	6	8	6	-0.6	1	0
36	O=C1NC(Cc2c[nH]c3ccccc23)C(=O)N1Cc1ccc(CN2C(=O)NC(Cc3c[nH]c4ccccc34)C2=O)cc1 (centres undefined)	-3	-5	-14	2.7	-4	-1
37	CCOC(=O)c1c(-c2ccc(C)o2)csc1NC(=O)CSc1ncn[nH]1	5	3	-16	6.1	x	-1
38	CC(=O)Nc1cccc(NC(=O)c2ccc(C)c([N+](=O)[O-])c2)c1	9	3	2	1.2	-16	4
39	Cc1nc([N+](=O)[O-])c(C(=O)OCc2ccccc2Br)n1C	16	-1	-33	1.0	-10	-6
40	CCN(CC)c1ncccc1C(=O)NCc1cccs1	4	7	9	0.3	5	1
41	COCCN(C(=O)C(C)C)c1nnc(-c2cccc(C)c2)s1	1	11	-4	0.0	x	-1
42	Cc1ccc(-n2nc3ccc(NC(=O)c4cccc([N+](=O)[O-])c4C)cc3n2)cc1	-8	-2	1	3.2	-53	3
43	Fc1ccc(NC(=S)NCc2cccnc2)cc1	-4	0	13	-1.8	-3	-3
44	CCOC(=O)CC(NC(=O)CCc1c(C)nc2nc(C)nn2c1C)c1ccc(C)cc1 (centres undefined)	-3	-1	-6	-0.9	-6	-2
45	O=C(Nc1nc(=S)ss1)c1ccc(Cl)cc1Cl	2	-3	8	0.0	x	1

entry	Redox H2O2 prof	Lmaj promast	SRC2 TRFRET art	PPARg SRC-2 ag	ROMK primary
31	-1.5	84*	1749	5	-0.19
32	0.0	3	1362	7	-0.00028
33	-1.3	19	1529	-3	x
34	0.0	-6	1395	-5	x
35	-1.4	1	1685	1	x
36	-0.6	8	1494	-3	-3.9*
37	0.2	-13	1378	-4	x
38	-0.5	14	1815	5	-1.7
39	3.3	6	1611	5	-0.5
40	1.1	-8	1420	-3	x
41	0.2	-2	1472	-3	0.12
42	0.4	17	1514	-3	-0.073
43	-1.8	13	1679	0	0.29
44	-0.5	-3	1285	-1	-0.37
45	1.6	-4	1510	-8	x

2 of these compounds, set out differently:
35	COC(=O)c1cc(NC(=O)CN2CCOCC2)cc(C(=O)OC)c1
  PPARg SRC-1 ag = 6
  PPARg SRC3 recr = 8
  bIAP inh = 6
  RAM network inh = -0.6
  S1P3 antagonist = 1
  Efa HMGR inh = 0
  Redox H2O2 prof = -1.4
  Lmaj promast = 1
  SRC2 TRFRET art = 1685
  PPARg SRC-2 ag = 1
  ROMK primary = x
36	O=C1NC(Cc2c[nH]c3ccccc23)C(=O)N1Cc1ccc(CN2C(=O)NC(Cc3c[nH]c4ccccc34)C2=O)cc1 (centres undefined)
  PPARg SRC-1 ag = -3
  PPARg SRC3 recr = -5
  bIAP inh = -14
  RAM network inh = 2.7
  S1P3 antagonist = -4
  Efa HMGR inh = -1
  Redox H2O2 prof = -0.6
  Lmaj promast = 8
  SRC2 TRFRET art = 1494
  PPARg SRC-2 ag = -3
  ROMK primary = -3.9*

Other structures follow:
entry	Compound	PPARg SRC-1 ag	PPARg SRC3 recr	bIAP inh	RAM network inh	S1P3 antagonist	Efa HMGR inh
46	CC(=O)Nc1c(O)nc(SCC(=O)Nc2nnc(CC(C)C)s2)[nH]c1=O	4	6	7	2.0	-1	-4
47	Cc1ccc(NC(=O)c2cccc(OCc3c(C)noc3C)c2)cc1	2	3	-1	0.0	x	0
48	Cc1ccccc1-c1nc(CS(=O)CC(=O)NCCCN(C)c2ccccc2)c(C)o1 (centres undefined)	2	5	-3	1.5	6	-4
49	Cc1ccc(CC(=O)NCCS(=O)c2ccc(C)cc2)cc1 (centres undefined)	4	2	-1	2.2	-5	-3
50	Cc1ncc(N=Nc2ccccc2)c(-c2ccccc2)n1	-10	4	2	0.3	x	6

entry	Redox H2O2 prof	Lmaj promast	SRC2 TRFRET art	PPARg SRC-2 ag	ROMK primary
46	3.0	-3	1662	0	x
47	0.1	83*	1601	3	-1.1
48	1.4	1	1538	-4	x
49	-0.8	-8	1560	3	0.51
50	1.9	1	1619	-2	x

An unsorted share of the library. About 13% of those tested had a hit in this group.
